From PubChem BioAssay
KDM5B inh: inhibitors of human KDM5B histone demethylase; Potency, µM (series often up to 57.7 µM), without a hit: at the highest dose activity change, negative = inhibition, actives largely listed as inhibitors; Q9UGL1; 220,000 compounds, 2.6% hits; KDM5B demethylase, FDH-coupled NADH fluorescence (FDH is formaldehyde dehydrogenase); active means well fitted inhibition curve with a large enough effect; inconclusive means small, poorly fitted or top-dose-only effect; inactive means no such curve, though single readings can be large or run the other way; further: 0% is about no effect; nearly all actives have a fitted effect of over 70% in size
Target sequence (Q9UGL1 whole entry, looked up): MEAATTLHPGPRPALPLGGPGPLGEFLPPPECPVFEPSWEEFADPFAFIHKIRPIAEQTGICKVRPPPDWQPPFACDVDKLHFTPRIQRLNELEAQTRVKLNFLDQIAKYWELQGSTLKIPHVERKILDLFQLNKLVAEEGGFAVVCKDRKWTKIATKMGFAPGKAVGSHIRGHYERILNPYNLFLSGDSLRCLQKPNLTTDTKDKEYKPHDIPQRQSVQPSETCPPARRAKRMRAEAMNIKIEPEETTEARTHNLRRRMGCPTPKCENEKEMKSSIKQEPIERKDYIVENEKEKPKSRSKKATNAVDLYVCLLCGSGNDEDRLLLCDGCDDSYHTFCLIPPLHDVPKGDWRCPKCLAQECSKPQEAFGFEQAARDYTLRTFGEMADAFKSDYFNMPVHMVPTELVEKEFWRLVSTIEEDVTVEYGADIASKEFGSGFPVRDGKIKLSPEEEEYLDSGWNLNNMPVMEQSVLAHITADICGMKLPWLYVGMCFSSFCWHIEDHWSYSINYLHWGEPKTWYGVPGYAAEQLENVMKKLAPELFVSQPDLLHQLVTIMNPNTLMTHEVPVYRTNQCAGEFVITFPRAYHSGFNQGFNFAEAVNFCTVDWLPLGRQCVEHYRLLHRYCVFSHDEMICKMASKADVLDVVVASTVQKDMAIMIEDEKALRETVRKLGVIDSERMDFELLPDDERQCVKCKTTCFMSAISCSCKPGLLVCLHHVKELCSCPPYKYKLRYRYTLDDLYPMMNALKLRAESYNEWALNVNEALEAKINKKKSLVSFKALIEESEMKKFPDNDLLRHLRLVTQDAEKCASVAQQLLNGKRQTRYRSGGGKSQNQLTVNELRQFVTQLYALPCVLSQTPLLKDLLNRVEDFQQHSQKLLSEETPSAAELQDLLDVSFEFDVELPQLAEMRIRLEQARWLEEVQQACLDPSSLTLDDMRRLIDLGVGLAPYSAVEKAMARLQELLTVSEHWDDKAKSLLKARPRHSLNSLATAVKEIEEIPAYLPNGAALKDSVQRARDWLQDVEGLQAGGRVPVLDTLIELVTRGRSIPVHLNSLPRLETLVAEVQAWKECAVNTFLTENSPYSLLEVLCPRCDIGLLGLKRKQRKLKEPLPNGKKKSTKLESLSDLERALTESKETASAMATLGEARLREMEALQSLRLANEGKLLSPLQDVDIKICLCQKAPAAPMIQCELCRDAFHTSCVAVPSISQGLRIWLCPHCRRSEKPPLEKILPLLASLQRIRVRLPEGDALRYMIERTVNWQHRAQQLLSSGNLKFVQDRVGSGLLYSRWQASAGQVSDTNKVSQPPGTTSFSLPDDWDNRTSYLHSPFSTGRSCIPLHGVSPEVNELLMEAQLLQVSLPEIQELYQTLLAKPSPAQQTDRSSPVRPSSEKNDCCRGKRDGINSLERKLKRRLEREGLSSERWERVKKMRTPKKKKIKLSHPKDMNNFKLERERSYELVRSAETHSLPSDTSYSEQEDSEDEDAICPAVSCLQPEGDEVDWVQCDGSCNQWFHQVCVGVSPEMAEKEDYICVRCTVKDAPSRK
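Inhibition is measured as reduced NADH fluorescence generation from FDH coupling to formaldehyde release. Truncated KDM5BΔAP at 200 nM final acts on H3K4me3 peptide (12.5 µM in substrate mix) in pH 7.5 HEPES buffer with Tween-20, 30 min, room temperature.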
Active calls of the source: *; i = inactive; ? = inconclusive; [ ] = another dose, or the depositor's remark. Potency means the concentration at half of the fitted maximal effect.

compound	KDM5B inh
Cn1cnc(C(=O)N2[C@@H]3CC[C@H]2CC(NC(=O)c2ccc(F)cc2)C3)c1 (some centres undefined)	-2.9%
CC1=NS(=O)(=O)NC(C)=C1CCC(=O)Nc1ccc(C)c(C)c1	9.2%
COc1cccc(N2CCN(S(=O)(=O)c3ccc(-c4cc(C(F)(F)F)on4)s3)CC2)c1	3.6%
COC(=O)CCC1CCCNC1 (centres undefined)	29.5%
Cn1cc(CN2C[C@@H]3C[C@H](C2)c2ccc(NS(=O)(=O)c4cccc(F)c4)c(=O)n2C3)c2ccccc21	-9.4%
CCCc1noc(-c2ccn3c(CNC(=O)Cc4ccccc4Cl)nnc3c2)n1	14.1µM*
Cc1ccc2nc(C(=O)N3CCN(c4cccc(Cl)c4)CC3)cn2c1	3.9%
CCn1cc(C#N)c(=O)n(Cc2nc(-c3ccc(Cl)cc3)no2)c1=O	-3.7%
COc1ccc(/C=C/C(=O)OCC2C(COC(=O)/C=C/c3ccc(OC)c(OC)c3)C2(Cl)Cl)cc1OC (centres undefined)	2.4%
N#CC1=C(N)OC2=C(C(=O)CCC2)C1c1ccc(-c2ccc(Br)cc2)o1 (centres undefined)	?
CCC(C)c1ccc(NC(=O)COC(=O)c2cc(=O)c3ccccc3o2)cc1 (centres undefined)	-3.8%
COCCN1C(=O)CCc2cc(NC(=O)c3ccc(F)cc3)ccc21	12.2%
COc1ccc(C(=O)Nc2ccc(-c3nnc4n3CCCC4)cc2)cc1	-23.2%
NCCCCN1CCCCC1	1.0%
Cc1cc2nc3n(c(=O)c2n1CC(=O)Nc1cccc(C#N)c1)CCC3	24.9%
COc1ccc(-c2cc(N3CCC(NC(=O)c4ccccc4C)C3)n[nH]2)cc1 (centres undefined)	-21.8%
COc1ccccc1OCCNC(=O)C1CCCN(C(=O)c2ccccc2)CCC(=O)NCC1 (centres undefined)	1.3%
C=CCNC(=S)N/N=C1/C=C(C)CC(C)(C)C1	8.8%
Cc1ccc(CN2CCC(C3CCN(S(C)(=O)=O)CC3)C2)o1 (centres undefined)	-17.0%
Cc1ccc(N(CC(=O)N2CCC(C(N)=O)CC2)S(=O)(=O)c2ccccc2)cc1C	13.5%
CCOc1cc(/C=C(/C#N)c2ccc(OC)c(OC)c2)cc(Br)c1OCCOc1ccc(C)cc1	-17.8%
COc1ccc(NC(=O)C2(Cc3ccccc3)CCCCC(=O)N2)c(OC)c1 (centres undefined)	-20.0%
O=C(CSC1=Nc2ccccc2C2=NC(c3ccccc3)C(=O)N12)Nc1ccccc1Cl (centres undefined)	?
COc1ccc(NC(=O)c2cc3ccccc3oc2=O)cc1OC	?
Cc1cc(C)cc(C(=O)NCC(=O)O)c1	30.3%[activator]
CNC(=O)c1cnc2c(c1)N(C(=O)Cc1ccc(C(C)C)cc1)CCC2	19.6%[86.2 µM]
c1ccc2c(Cc3nnc([C@H]4CCN(C5CCCCC5)C4)o3)c[nH]c2c1	?
Cc1ccc(C(=O)c2ccccc2C(=O)OCc2c(Cl)cccc2Cl)cc1	-9.3%
C[C@H]1[C@@H]2[C@@H](O)C([C@H](C)C(=O)NCc3ccccc3)CC[C@@]2(C)CC[C@@H]1NC(=O)c1ccc(C#N)cc1 (some centres undefined)	21.3%
O=S(=O)(NCCc1csc2nc(-c3ccc(F)cc3)nn12)c1ccc(Br)cc1	-1.6%
COC(=O)c1cc2c(=O)c3ccccc3oc2nc1C	-17.6%
CCCCCc1ccc(-c2ccc(C34CCC(CC)(CC3)CC4)cc2)nc1	5.2%
CN(C)[C@@H](Cc1ccccc1)C(=O)N1CCC(N2CCC(O)CC2)CC1	?
O=C(NCc1cccnc1OCc1ccccc1)Nc1nnc(C2CC2)s1	-13.7%
CCN(Cc1ccccc1)C(=O)CN1C(=O)COc2ccc(S(=O)(=O)NC3CCCC3)cc21	-19.8%
O=C(Nc1ccc(OC(F)(F)F)cc1)C1CCCN(S(=O)(=O)c2ccc(Br)s2)C1 (centres undefined)	3.8%
Cc1noc(C)c1C(=O)N1CCCC(c2nnc3n2CCNC3)C1 (centres undefined)	15.5%[115 µM]
O=C(Cc1ccc(-c2ccccc2)cc1)Nc1ncccc1O	?
CCCNC(=O)c1ccc2c(c1)nc(C)n2-c1cccc(C)c1	0.4%
CCN(CC)S(=O)(=O)c1ccc(NC=C(C#N)C#N)cc1	-14.3%

An excerpt of these results, with each value named.
> O=C(Nc1ccc(OC(F)(F)F)cc1)C1CCCN(S(=O)(=O)c2ccc(Br)s2)C1 (centres undefined)
- KDM5B inh = 3.8%
> Cc1noc(C)c1C(=O)N1CCCC(c2nnc3n2CCNC3)C1 (centres undefined)
- KDM5B inh = 15.5%[115 µM]

Continuation.
compound	KDM5B inh
CC(C)C(NC(=O)c1cccc(S(=O)(=O)N(C)C)c1)c1ccc2c(c1)OCCCO2 (centres undefined)	3.9%
O=C(NCC(c1ccccc1)c1ccccc1)c1cc2ccccc2[nH]1	-11.3%
O=C(NC1Cc2ccccc2C1)c1ccccc1F	10.9%
O=C(O)C[C@@H]1CCN(C(=O)Nc2ccc(C(F)(F)F)cc2)C[C@@H]1CCN1C[C@@H]2C[C@H](C1)c1cccc(=O)n1C2	-12.1%
Cc1nc([C@@H]2CN(C(=O)c3nccc4ccccc34)C[C@H]2C(N)=O)n[nH]1	?
CS(=O)(=O)CCN1CCN(c2ccccc2O)CC1	?
O=C1c2ccccc2NC(c2cnn(-c3ccccc3)n2)N1c1ccccc1 (centres undefined)	?
CCN(c1ccccc1)S(=O)(=O)c1ccc(C(=O)OC2CCCCC2=O)cc1 (centres undefined)	6.4%
Cc1ccc(OCCn2c(CN3CCOCC3)nc3scc(-c4cccs4)c3c2=O)cc1	?
COc1cccc(CC(=O)N2CCCCCNC(=O)[C@@H]3CCCC[C@@H]32)c1	-22.0%
C#CCN(C)Cc1nc(C2(O)CCN(C)CC2)cs1	7.5%[115 µM]
Cc1ccc(C)c(C(C)NC(=O)CC23CC4CC(CC(C4)C2)C3)c1 (centres undefined)	-9.3%
O=C1CCCCC(C(=O)NCc2ccc(Cl)cc2)N1 (centres undefined)	-13.6%
CC1CCC(NC(=O)c2csc3c2CCC(C)C3)CC1 (centres undefined)	-2.3%
Cc1ccc(S(=O)(=O)N(C)C)cc1NC(=O)CCNC(=O)c1ccco1	14.2%
O=C(Nc1cc(Cl)ccc1Cl)c1cc(S(=O)(=O)NCCc2ccccc2)ccc1F	61.3%[activator]
CC(=O)NC(N(C#N)c1nc(Cl)nc(N(C)C)n1)C(Cl)(Cl)Cl (centres undefined)	-11.9%
O=C1NC[C@@H](CCC(=O)N2CCc3ccccc32)N2C[C@@H](NCc3ccc(CO)o3)C[C@@H]12	?
O=C(c1cccs1)N1CC[C@H](c2nnc(-c3ccc(Cl)cc3)o2)C1	?
CCOc1cc(/C=C2/NC(=O)NC2=O)ccc1OCC(=O)O	13.1%
CCC(C)c1ccc2oc(-c3ccc(NC(=O)c4cc5ccccc5o4)cc3)nc2c1 (centres undefined)	-7.4%
O=C(Nc1ccccc1F)Oc1cccc(OC(=O)Nc2ccccc2F)c1	?
COc1ccc(NC(=O)CCc2nc3c(C)nn(-c4ccc(C)cc4)c3n(C)c2=O)c(OC)c1	1.0%
O=C(Nc1ccccc1F)C(Cc1ccccc1)n1cccc1 (centres undefined)	-16.6%
COCc1ccc2c(c1)c(OC(C)(C)C(=O)N1CCN(CCO)CC1)nn2Cc1ccccc1	-23.9%
Cc1c(Cl)cccc1NC(=O)Cn1cc2c(n1)CCCC2	-17.1%
COc1ccc(-n2cc(C(=O)NCc3ccc(Cl)cc3)c3ccccc3c2=O)cc1	?
C#CCNC(=O)[C@@H]1Cc2cn(Cc3cc(C)on3)c3cccc(c23)[C@H](CC(C)C)N1	31.6µM*
OCC#CC[N+]1(CC#Cc2ccc(C#CC[N+]3(CC#CCO)CCCCC3)cc2)CCCCC1	4.6%
CCN(CC)CCNCc1ccc(C)s1	-12.2%
CC(=O)N1CCN(Cc2ccc(F)c(C(F)(F)F)c2)CC(O)C1 (centres undefined)	4.8%
CCNC(=S)NNC(=O)C(C)C	9.9%
COC(=O)c1ccc(OC(=O)CC23CC4CC(CC(C4)C2)C3)cc1	-10.8%
O=S(=O)(CCN1CCOCC1)c1ccc(OC(F)(F)F)cc1	27.7%
Cc1cn2nc(C(=O)N3CCN(C(=O)c4ccc(C)s4)CC3)cc2c(=O)[nH]1	?
CNc1oc(-c2ccccc2C)nc1S(=O)(=O)c1ccc(F)cc1	i
Cc1cc(OCC(=O)c2ccc3c(c2)N(CCCC(=O)NCC2CC2)C(=O)CO3)ccc1Cl	2.6%
Cc1cc(=O)oc2cc(OCC(=O)N3CCCC3)c(Cl)cc12	?
O=C(c1ccc(N2CCOCC2)nc1)N1CCCC(c2ccccc2)CC1 (centres undefined)	?
Cc1c(C(C)NC(=O)CCN2CCCCCC2=O)cnn1-c1cccc(F)c1 (centres undefined)	4.9%

4 entries out of the list above, sorted by their value in KDM5B inh, falling:
compound	KDM5B inh
O=S(=O)(CCN1CCOCC1)c1ccc(OC(F)(F)F)cc1	27.7%
Cc1c(C(C)NC(=O)CCN2CCCCCC2=O)cnn1-c1cccc(F)c1 (centres undefined)	4.9%
CC(=O)N1CCN(Cc2ccc(F)c(C(F)(F)F)c2)CC(O)C1 (centres undefined)	4.8%
COC(=O)c1ccc(OC(=O)CC23CC4CC(CC(C4)C2)C3)cc1	-10.8%

(next part)
compound	KDM5B inh
CCN(CC)C(=O)CSc1nc2ccccc2c(=O)n1CCc1cccs1	13.1%
COc1ccc2c(c1)CC(C(=O)NCCCN1CCN(c3ccc(F)cc3)CC1)CO2 (centres undefined)	-11.1%
CCC(Sc1nc2c(sc3ccccc32)c(=O)n1CCCC(=O)NC1CCCC1)C(=O)Nc1cccc(OC)c1 (centres undefined)	-23.6%
Cc1nc2c(c(C)c1CCC(=O)NCc1ccc(Cl)cc1)c(=O)n(C)c(=O)n2C	-29.8%
Cc1ccc(C(=O)NCC(c2cccs2)S(=O)(=O)c2cccs2)cc1 (centres undefined)	-13.6%
COc1cccc(NC(=O)c2ccnc(-c3nnc4ccc(N5CCN(C)CC5)nn34)c2)c1	10.5%
CCCNc1nc2ccccc2nc1C(=O)Nc1ccc(OC)cc1	8.5%
O=C1c2c(nc(CNc3cccc(F)c3)n2Cc2ccccc2)NCCN1CCN1CCOCC1	?
COc1ccc(C2=CC(c3ccc(Cl)cc3)n3nnnc3N2)c(OC)c1 (centres undefined)	-18.8%
CCCSc1nc2c(c(=O)n(C)c(=O)n2C)n1Cc1ccccc1Cl	10.9%
O=C(Cc1ccc2c(c1)OCO2)N1CCOCC2(CN(Cc3ccccc3)C2)C1	-18.9%[86.2 µM]
CCOCC(=O)NC1CCN(c2cnn(CC)c(=O)c2)CC1	1.6%
Cn1c(=O)c2c(ncn2CC(=O)c2cccc(C(F)(F)F)c2)n(C)c1=O	23.4%
CCC1CN(C(=O)N2CCC(C(=O)NCc3ccc(C)o3)CC2)c2ccccc2O1 (centres undefined)	-17.3%
COc1ccc(-c2ccc3nnc(CNC(=O)c4ccc(C)c(C)c4)n3n2)cc1	25.1µM*
O=C(CC[C@H]1NC(=O)c2ccccc2NC1=O)NC1CCN(Cc2ccc(F)cc2)CC1	28.1%
Cc1noc(-c2ccn3c(CNC(=O)c4cccc(Cl)c4)nnc3c2)n1	i
Brc1ccc(CSc2c[nH]c3ccccc23)cc1	2.7%
CC(C)C(C(=O)N1CCN(Cc2ccccc2)CC1)c1ccccc1 (centres undefined)	22.5%
CCCCCOc1ccc(NC2=CC(=O)CCC2)cc1	?
O=C(NCCc1c[nH]c2ccccc12)c1ccc(Cl)cc1	-1.2%
COc1ccccc1OCC(=O)N(C)Cc1nc(-c2cccc(C)c2)no1	-6.3%
Cc1ccc(-c2cc(C(=O)Nc3nnc(C)s3)c3ccccc3n2)cc1	4.8%
COc1ccc(/C=N\NC(=O)c2cccc(F)c2)cc1COc1ccccc1	?
CN1CCc2c([nH]c3ccccc23)C12CCN(C(=O)c1ccc3ccccc3n1)CC2	9.2%
CN1C[C@H](O)C[C@H]1c1nnc2n1CCN(C(=O)c1ccsc1)CC2	-10.2%
O=C(NCc1ccco1)c1ccc(C#Cc2ccccc2)cc1	7.1%
CCN(CC)C(=O)[C@@H]1C[C@@H](n2cc(Cn3c(C)nc4ccccc43)nn2)CN1	17.6%
CC(C)(C)c1ccc2c(c1)OCCOCCOCCOc1cc(C(C)(C)C)ccc1OCCOCCOCCO2	4.1%
Cc1ccc(OCc2nnc(NC(=O)Nc3ccccc3F)s2)c(C)c1	6.7%
O=C(c1cc(S(=O)(=O)N2CCCC2)c[nH]1)N1CCN(c2cccc(Cl)c2)CC1	-18.0%
CCCn1c(=O)c2sc(N3CCCC3)nc2n(CC(=O)NC2CCCCC2)c1=O	11.1%
CC(C)(CNC(=O)Cc1ccccc1)CNC(=O)Cc1ccccc1	18.3%
CCCN1C(CC(C)C)=NS(=O)(=O)c2cc(NC(=O)C(C)C)ccc21	-16.1%
C[C@@H]1CN(C(=O)c2ccc(Cn3cnnn3)cc2)CC[C@@]1(O)C1CCOCC1	40.7%[activator]
COc1ccc(NC(=O)N2CC(Oc3ccc(-c4nc(-c5ccccc5)no4)cc3)C2)cc1	?

These rows are one share of the data; the hit share may differ from the screen's.
